NPR2 activator = GC-B (human) receptor activation; activation, % at 10 µM; AID 1920062; 0.11% of 370,000 active; P20594; HEK293-GC-B cells, CNP EC30, cGMP TR-FRET; 0% at EC30 CNP, 100% saturating CNP;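 active = activation at 10 µM reaching about 35% in either raw or pattern-adjusted values, limit read from the data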
Target sequence (P20594 whole entry, looked up): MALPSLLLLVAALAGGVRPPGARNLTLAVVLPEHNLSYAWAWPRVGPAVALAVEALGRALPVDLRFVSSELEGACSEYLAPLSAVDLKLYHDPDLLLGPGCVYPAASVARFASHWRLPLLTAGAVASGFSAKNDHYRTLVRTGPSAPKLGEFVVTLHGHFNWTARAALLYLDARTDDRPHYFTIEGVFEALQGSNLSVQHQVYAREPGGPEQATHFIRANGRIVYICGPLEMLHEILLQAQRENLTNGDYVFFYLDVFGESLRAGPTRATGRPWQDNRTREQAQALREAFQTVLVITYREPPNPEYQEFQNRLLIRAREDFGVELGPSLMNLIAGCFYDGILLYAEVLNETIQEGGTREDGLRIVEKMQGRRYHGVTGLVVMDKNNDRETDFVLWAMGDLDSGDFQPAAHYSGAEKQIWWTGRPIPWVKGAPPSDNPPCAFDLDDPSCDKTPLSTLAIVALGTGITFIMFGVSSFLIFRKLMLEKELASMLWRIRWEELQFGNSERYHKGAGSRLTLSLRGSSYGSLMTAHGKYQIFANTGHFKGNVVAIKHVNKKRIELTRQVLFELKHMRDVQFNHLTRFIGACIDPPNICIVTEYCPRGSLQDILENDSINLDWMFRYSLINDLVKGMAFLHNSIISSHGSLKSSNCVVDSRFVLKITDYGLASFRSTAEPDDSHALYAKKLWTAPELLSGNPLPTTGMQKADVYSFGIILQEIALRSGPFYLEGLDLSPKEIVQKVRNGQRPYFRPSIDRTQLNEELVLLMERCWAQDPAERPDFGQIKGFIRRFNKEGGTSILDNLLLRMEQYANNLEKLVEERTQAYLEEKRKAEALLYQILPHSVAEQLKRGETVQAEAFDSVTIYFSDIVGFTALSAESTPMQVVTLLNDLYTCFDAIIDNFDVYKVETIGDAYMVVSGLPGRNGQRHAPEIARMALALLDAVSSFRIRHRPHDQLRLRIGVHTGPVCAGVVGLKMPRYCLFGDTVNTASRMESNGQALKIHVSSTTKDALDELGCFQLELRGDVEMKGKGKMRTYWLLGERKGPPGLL
NPR1 activator = GC-A (human) enzyme activation | activation, % at 10 µM | HEK293 GC-A cells, cGMP TR-FRET, EC30 ANP; 0% at EC30 ANP, 100% saturating ANP | P16066 | 0.14% of 370,000 active; in the data active = activation above about 40%
HTRA1 inhibitor = HTRA1 (human) protease inhibition. recombinant HTRA1, FP-rhodamine activity-based probe, fluorescence polarization. inhibition, % at 5.96 µM. 0.5% of 340,000 active. AID 504803; in the data active = inhibition above about 36%;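 also: 0% = enzyme with DMSO and 100% = wells lacking enzyme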
TCR CD3 inh = human TCR-CD3 binding inhibition; AID 651800; 0.37% of 360,000 active; inhibition, % at 9.4 µM; TAMRA-labeled TCR probe fluorescence, biochemical; in the data active = inhibition above about 19%;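 also: recombinant mutant TCR 2C K166C tagged with TAMRA read by polarization; 0% = receptor in buffer alone and 100% = receptor with positive control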
mABHD4 FP = ABHD4 (mouse) inhibition, primary FP screen. Q8VD66. purified mABHD4, FP-Rh probe fluorescence polarization. inhibition, % at 8.92 µM. 0.54% of 370,000 active;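 active = inhibition exceeding the mean over every tested compound plus 3 SD, cut at about 30% in these data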;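 also: 0% = plate median of compound wells and 100% = S159A mutant with DMSO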
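Test system: mouse ABHD4 enzyme, wild type. Reagent: FP-Rh fluorescent activity-based probe, added after compound pre-incubation. Timing: pre-incubation 45 min, probe exposure 60 min, at 25 °C. Technique: FP readout, ex 525 nm / em 598 nm. Benchmarks: high control S159A mutant with DMSO, low control median of compound wells.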
rCAG RNA binder = binds r(CAG) RNA repeats; inhibition, % at 3 µM; AID 651821; 1.3% of 370,000 active; r(CAG) RNA repeat, TO-PRO-1 dye displacement fluorescence;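 active = inhibition above the plate cutoff, the mean of all test compounds on that plate plus 3 SD, cut at about 35% in these data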;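 also: 0% = DMSO alone and 100% = 100 µM mitoxantrone as full dye displacement; higher means more dye released from RNA so lower well fluorescence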
UHRF1 MBD2 ctr = blocks human UHRF1 binding to methylated DNA | Q96T88 | AID 687016 | inhibition, % at 4.4 µM | UHRF1 binding to methylated oligo, TR-FRET | 0.75% of 370,000 active; in the data active = inhibition above about 21%;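 also: UHRF1 SRA domain binding a hemimethylated CpG hairpin DNA probe; 0% = median of test compound wells and 100% = reference inhibitor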
PRMT1 inh = PRMT1 (human) inhibition, primary screen; AID 652257; 1.3% of 370,000 active; inhibition, % at 2.79 µM; recombinant PRMT1, activity-based probe fluorescence polarization;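 active = inhibition above about 21% made by adding two undisclosed values, limit read from the data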
MBD2 inh = MBD2-methylated oligo binding inhibition. Q9UBB5. TR-FRET, MBD2 binding to methylated oligonucleotide. inhibition, % at 4.4 µM. 0.31% of 370,000 active. AID 686964; in the data active = inhibition above about 13%
SIAE primary = inhibitors of human sialic acid acetylesterase SIAE; AID 1053197; inhibition, % at 9.66 µM; Q9HAT2; 0.69% of 370,000 active; SIAE FP-Rh probe binding, fluorescence polarization;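 active = inhibition above a cutoff: mean of compounds within the control limits plus 3 SD of those, cut at about 17% in these data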;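 also: 0% = plate median of compound wells and 100% = probe without SIAE protein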
Active calls of the source: *; / = not tested or not shown.

SMILES | NPR2 activator | NPR1 activator | HTRA1 inhibitor | TCR CD3 inh | mABHD4 FP | rCAG RNA binder | UHRF1 MBD2 ctr | PRMT1 inh | MBD2 inh | SIAE primary
O=C(c1ccccc1)N1CCN(C(=O)c2ccc([N+](=O)[O-])cc2)CC1 | 6 | 4 | 0 | -1 | 4 | 0 | 2 | 0 | 3 | 7
Cc1cc2nc(-c3ccc(Cl)cc3)c(Cc3cccc(Cl)c3)n2c(C)c1Br | -8 | -2 | / | -6 | -42 | 25 | 1 | -1 | 0 | -3
O=C(N/N=C/c1ccccn1)c1ccc(Cl)c(Cl)c1 | 3 | 11 | 18 | 1 | -6 | -2 | -3 | 1 | -5 | 7
Cc1ccc(-n2c(SCc3nc4ccccc4c(=O)[nH]3)nnc2-c2ccccc2O)cc1 | -15 | -18 | -6 | -1 | 2 | 2 | 3 | 0 | -2 | 7
CC(O)(c1ccc(F)c(F)c1)c1nc(-c2cccc(F)c2)cs1 (stereo unspecified) | -4 | -3 | / | -4 | -16 | 2 | 0 | 6 | -2 | -11
COc1cc(NC(=O)c2ccccc2[N+](=O)[O-])c(C(=O)O)cc1OC | 2 | -2 | 1 | 0 | 3 | -1 | 0 | -1 | 3 | 2
Cc1ccc(NC(=O)C(C)OC(=O)/C=C/c2ccccc2)cc1S(=O)(=O)N1CCOCC1 (stereo unspecified) | -3 | 0 | -27 | -2 | -4 | 15 | 0 | 4 | -2 | -8
CC(=O)NC1(C(F)(F)F)C(=O)Nc2c1c(=O)[nH]c(=O)n2Cc1ccco1 (stereo unspecified) | 4 | 3 | 4 | -6 | 0 | -2 | 4 | 2 | -2 | 4
OCC(O)C(O)C(O)C(O)c1nc2ccccc2[nH]1 (stereo unspecified) | 0 | -2 | 2 | -10 | 1 | -1 | 2 | 1 | -4 | -4
COc1ccc(NC(=O)CN(C)C(=O)CCCN2C(=O)c3cccc4cccc(c34)C2=O)cc1 | 3 | -2 | -9 | 5 | 2 | -4 | -3 | -1 | -9 | -1
Cc1ccc2nc(C(Cl)(Cl)Cl)nc(N/N=C/c3ccncc3)c2c1 | -1 | -6 | -5 | 0 | -7 | 2 | -1 | -2 | 1 | -5
Cc1ccc(S/C=C\C(=O)c2ccccc2)cc1 | 1 | 8 | -9 | 4 | 2 | 0 | 4 | -3 | -4 | 0
CCCn1c2ccccc2c2nnc(SCC(=O)Nc3cc(C)on3)nc21 | 5 | 7 | 2 | 2 | 6 | -1 | 1 | 1 | 7 | 5
O=C(NC(c1ccccc1)c1ccccc1)N1CCN(CCO)CC1 | 3 | 3 | -1 | 0 | 0 | 1 | -1 | 1 | 6 | -2
CCCCCC(=O)N1CCN(S(=O)(=O)c2ccc3c(c2)OCCCO3)CC1 | -3 | -2 | -1 | 0 | 3 | -7 | 3 | -2 | 2 | -2
c1ccc(-c2c[n+]3c(n2-c2ccccc2)SCC3)cc1 | 7 | -3 | / | 2 | -1 | 2 | -1 | -2 | 1 | -5
Cc1cccc(-n2nnc3c(=O)n(Cc4ccccn4)cnc32)c1 | 2 | -4 | 4 | 1 | -2 | 1 | -2 | -3 | -3 | -3
COc1ccc(C(=O)OCC(=O)N2CCC(C)CC2)cc1S(=O)(=O)N1CCOCC1 | 2 | -2 | 3 | -1 | -7 | -5 | 1 | -3 | -4 | 0
CCCn1c(N)c(N(CCOC)C(=O)COC(=O)COc2c(C)cc(C)cc2C)c(=O)[nH]c1=O | 1 | 1 | 0 | 9 | 3 | 1 | 1 | 2 | -1 | 2
CCOc1ccccc1OCCCC(=O)Nc1cccc(S(=O)(=O)N2CCOCC2)c1 | 1 | 2 | -6 | 8 | -2 | 5 | -4 | 0 | 3 | -5

Copied from the listing, twelve compounds:
SMILES | NPR2 activator | NPR1 activator | HTRA1 inhibitor | TCR CD3 inh | mABHD4 FP | rCAG RNA binder | UHRF1 MBD2 ctr | PRMT1 inh | MBD2 inh | SIAE primary
O=C(c1ccccc1)N1CCN(C(=O)c2ccc([N+](=O)[O-])cc2)CC1 | 6 | 4 | 0 | -1 | 4 | 0 | 2 | 0 | 3 | 7
Cc1cc2nc(-c3ccc(Cl)cc3)c(Cc3cccc(Cl)c3)n2c(C)c1Br | -8 | -2 | / | -6 | -42 | 25 | 1 | -1 | 0 | -3
O=C(N/N=C/c1ccccn1)c1ccc(Cl)c(Cl)c1 | 3 | 11 | 18 | 1 | -6 | -2 | -3 | 1 | -5 | 7
Cc1ccc(-n2c(SCc3nc4ccccc4c(=O)[nH]3)nnc2-c2ccccc2O)cc1 | -15 | -18 | -6 | -1 | 2 | 2 | 3 | 0 | -2 | 7
CC(O)(c1ccc(F)c(F)c1)c1nc(-c2cccc(F)c2)cs1 (stereo unspecified) | -4 | -3 | / | -4 | -16 | 2 | 0 | 6 | -2 | -11
COc1cc(NC(=O)c2ccccc2[N+](=O)[O-])c(C(=O)O)cc1OC | 2 | -2 | 1 | 0 | 3 | -1 | 0 | -1 | 3 | 2
Cc1ccc(NC(=O)C(C)OC(=O)/C=C/c2ccccc2)cc1S(=O)(=O)N1CCOCC1 (stereo unspecified) | -3 | 0 | -27 | -2 | -4 | 15 | 0 | 4 | -2 | -8
CC(=O)NC1(C(F)(F)F)C(=O)Nc2c1c(=O)[nH]c(=O)n2Cc1ccco1 (stereo unspecified) | 4 | 3 | 4 | -6 | 0 | -2 | 4 | 2 | -2 | 4
OCC(O)C(O)C(O)C(O)c1nc2ccccc2[nH]1 (stereo unspecified) | 0 | -2 | 2 | -10 | 1 | -1 | 2 | 1 | -4 | -4
COc1ccc(NC(=O)CN(C)C(=O)CCCN2C(=O)c3cccc4cccc(c34)C2=O)cc1 | 3 | -2 | -9 | 5 | 2 | -4 | -3 | -1 | -9 | -1
Cc1ccc2nc(C(Cl)(Cl)Cl)nc(N/N=C/c3ccncc3)c2c1 | -1 | -6 | -5 | 0 | -7 | 2 | -1 | -2 | 1 | -5
Cc1ccc(S/C=C\C(=O)c2ccccc2)cc1 | 1 | 8 | -9 | 4 | 2 | 0 | 4 | -3 | -4 | 0

Additional compounds
SMILES | NPR2 activator | NPR1 activator | HTRA1 inhibitor | TCR CD3 inh | mABHD4 FP | rCAG RNA binder | UHRF1 MBD2 ctr | PRMT1 inh | MBD2 inh | SIAE primary
CCCc1cc(=O)oc2c(C)c(OC(C)C(=O)NCc3ccccn3)ccc12 (stereo unspecified) | -1 | -4 | -1 | -1 | 5 | -5 | 2 | 0 | -1 | 2
CC(=O)NCC(=O)OCC(=O)c1ccc(C)cc1 | -3 | 5 | -3 | 3 | 1 | 2 | 1 | 0 | -2 | 3
COc1ccc(CNC(=O)C2CCN(C(=O)c3sccc3-n3cccc3)CC2)cc1 | 3 | 0 | 2 | 5 | 3 | -3 | -1 | -2 | -3 | -6
c1ccc(Cc2nn3c(Cn4cnc5ccccc54)nnc3s2)cc1 | 8 | 3 | -3 | 4 | 4 | -1 | -4 | 1 | -5 | 4
O=C(OCCN=C1NS(=O)(=O)c2ccccc21)c1ccccc1F | -5 | -4 | 1 | 0 | 4 | -1 | 4 | 5 | 0 | 0
CCN(CCn1cccn1)Cc1c(C(=O)N2CCCCCCC2)nc2ccc(Cl)cn12 | 2 | 2 | -2 | 4 | 0 | -11 | 8 | 3 | 1 | -4
CC(C)Cn1c(-c2csc3ccccc23)n[nH]c1=S | 2 | 2 | 4 | 2 | -6 | 5 | -2 | 3 | -5 | 7
Cc1nc2nc(C)c(CCC(=O)NCCC3=CCCCC3)c(C)n2n1 | 2 | 2 | 1 | -2 | 5 | 2 | 3 | -5 | 4 | -2
N#Cc1c2n(c(=S)n(-c3ccccn3)c1=O)CCCCC2 | 1 | 2 | -5 | 6 | 17 | 6 | -3 | 2 | -1 | -5
O=C(COC(=O)C1CCN(S(=O)(=O)c2cc([N+](=O)[O-])ccc2Cl)CC1)Nc1ncc(Cl)cc1Cl | 7 | 1 | 16 | 6 | 11 | 13 | 5 | 8 | 4 | 2
COCC(C)n1c(C)cc(C(=O)CN2C(=O)NC3(CCCCC3C)C2=O)c1C (stereo unspecified) | 0 | -1 | 1 | 5 | -2 | -5 | 0 | 0 | 0 | 3
Cn1c(=O)c2c(c3ccccc31)OC(C)(C)C=C2 | 1 | 1 | / | -3 | -14 | 2 | -1 | -6 | 0 | -8
COc1ccc(C(NC(C)=O)c2cc(Cl)c3cccnc3c2O)cc1 (stereo unspecified) | 0 | -1 | 70* | -4 | 7 | 1 | -7 | -4 | -3 | 19*
COC(=O)[C@]12C[C@H](CC(=O)NCc3cccc(C(F)(F)F)c3)C(=O)N(CCc3ccc(OC)c(OC)c3)C1=C[C@H](C(C)C)O[C@@H]2C1CC1 | -1 | -4 | / | / | -9 | 1 | -3 | -1 | -1 | -1
COc1cc(NC(=O)Cn2cnc3sc(C)c(S(=O)(=O)N4CCOCC4)c3c2=O)cc(OC)c1OC | 4 | 2 | 4 | 3 | 3 | 2 | 2 | 3 | 2 | 1
CCc1cc(Br)ccc1NC(=S)NCCc1ccccc1 | 1 | -1 | -21 | 8 | -12 | -4 | 13 | 1 | -1 | 2
CCn1c(COc2ccccc2)nnc1SCC(=O)Nc1cc(OC)ccc1OC | -3 | -6 | -4 | -9 | -3 | -5 | 2 | 8 | 4 | -2
CN(C(=O)COC(=O)COc1ccc(Cl)cc1)C1CCCCC1 | -6 | 8 | 2 | 1 | 4 | -2 | -1 | 2 | -1 | 14
CCCn1c(SCC(=O)Nc2nnc(-c3ccccc3)s2)nnc1-c1ccccn1 | 1 | 2 | -5 | -3 | 0 | 11 | 2 | -1 | 4 | 0
COc1cc(CNCc2ccco2)cc(OC)c1O | 2 | 2 | -6 | -1 | 3 | 0 | -1 | -4 | 1 | 7
CCc1ccccc1OCC(=O)Nc1cccc(S(=O)(=O)NC2=NCCCCC2)c1 | 6 | 0 | 4 | 0 | 3 | -4 | -4 | -3 | 0 | 8
CCOC(=O)c1cc(C(=O)OCC)c(=O)[nH]c1N1CCCCC1 | 4 | -3 | -1 | -5 | -2 | -3 | -5 | -2 | -4 | 5
CCOc1ncccc1C(=O)Nc1cccc(S(=O)(=O)NC2=NCCC2)c1 | 1 | 3 | 1 | -9 | -4 | -1 | -2 | 5 | -5 | 3
CCOc1ccc(/C=N/OCC(=O)NCc2ccc3c(c2)OCO3)cc1OC | 7 | 4 | -1 | 4 | 2 | 1 | 15 | 0 | -2 | 1
COCCNC(=O)c1cn(C)c2ccc(S(=O)(=O)N3CCCC3)cc2c1=O | -5 | 3 | -4 | 2 | 7 | -2 | 16 | 0 | 7 | 1
O=C(COC(=O)/C=C/c1ccc2c(c1)OCO2)NC1CC1 | 2 | 2 | -6 | -1 | -3 | 0 | -6 | -2 | -4 | 1
CC(=O)c1c(C)[nH]c(C(=O)OCC(=O)c2ccc(C)s2)c1C | -3 | 1 | 9 | -6 | -4 | -1 | -1 | 2 | 3 | 0
Cc1cc(C)cc(OCC(=O)N2CCc3ccccc3C2)c1 | -5 | -6 | -4 | -13 | -8 | -6 | 3 | -1 | -1 | -1
O=C(NNC(=O)c1sc2cccc(Cl)c2c1Cl)Nc1ccccc1 | -2 | 0 | 2 | 3 | -5 | 21 | -3 | -3 | 2 | -39
COC(=O)c1ccc(COC(=O)c2ccc(S(=O)(=O)N3CCC(C)CC3)cc2)o1 | -1 | -3 | -2 | 2 | 9 | -3 | -2 | 0 | 0 | -7

Bioassay records deposited in PubChem by several laboratories.

The list is partial; count on the stated rates, not on these rows.
